TEAD-YAP block: TEAD-YAP interaction inhibition | 640,000 compounds, 1.4% hits | inhibition, % at 9.12 µM | HEK-TIYL cells, TEAD-Gal4/YAP UAS-luciferase luminescence; in the data active means inhibition above about 32%;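 further: 0% = median of test compound wells and 100% = reference inhibitor wells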
FBW7 act: human FBW7 E3 ligase activation, primary screen; Q969H0; AlphaScreen FBW7–phospho-cyclin E peptide binding, activator screen; normalized activity (activation), % at 26.1 µM; 650,000 compounds, 0.13% hits; in the data active means normalized activity above about 1.9%;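 further: purified mutant Fbw7 with reduced substrate affinity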
Target sequence (Q969H0 whole entry, looked up): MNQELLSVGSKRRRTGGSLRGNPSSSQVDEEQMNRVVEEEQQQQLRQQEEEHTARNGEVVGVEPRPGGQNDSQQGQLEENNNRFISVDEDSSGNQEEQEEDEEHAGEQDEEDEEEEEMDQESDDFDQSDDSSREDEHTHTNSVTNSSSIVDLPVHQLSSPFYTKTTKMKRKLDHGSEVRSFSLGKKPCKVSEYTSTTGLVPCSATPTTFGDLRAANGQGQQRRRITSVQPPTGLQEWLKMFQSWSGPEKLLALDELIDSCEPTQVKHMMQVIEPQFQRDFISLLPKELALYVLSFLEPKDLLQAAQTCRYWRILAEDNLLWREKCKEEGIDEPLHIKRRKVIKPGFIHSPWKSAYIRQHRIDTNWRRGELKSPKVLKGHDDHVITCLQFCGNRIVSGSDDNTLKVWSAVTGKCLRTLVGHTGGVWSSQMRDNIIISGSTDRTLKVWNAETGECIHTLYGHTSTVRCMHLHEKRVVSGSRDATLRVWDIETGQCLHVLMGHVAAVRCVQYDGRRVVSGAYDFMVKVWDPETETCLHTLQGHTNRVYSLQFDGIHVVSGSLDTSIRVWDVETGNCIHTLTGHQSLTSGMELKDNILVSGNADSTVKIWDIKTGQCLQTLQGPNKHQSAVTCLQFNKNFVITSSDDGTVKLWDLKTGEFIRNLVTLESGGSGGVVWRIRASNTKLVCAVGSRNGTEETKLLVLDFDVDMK
GPR151 activ: human GPR151 activation; Q8TDV0; PathHunter beta-arrestin GPR151 cells, luminescence; activation, % at 11.2 µM; 650,000 compounds, 1% hits; AID 1508602; in the data active means activation above about 4.9%;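 further: 0% = median of compound wells and 100% = cells with positive control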
MITF inh: blocks human microphthalmia-associated transcription factor. O75030. AlphaScreen MITF homodimerization, bead proximity signal. inhibition, % at 2.6 µM. 650,000 compounds, 0.91% hits; in the data active means inhibition above about 50%;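 further: 0% = vehicle wells with protein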
The depositor's hits bear a star; . = not tested or not shown; & = joins results of further samples.

| mol | TEAD-YAP block | FBW7 act | GPR151 activ | MITF inh |
| --- | --- | --- | --- | --- |
| Cc1ccc(C(=O)CC2(O)C(=O)N(Cc3ccccc3C)c3ccccc32)c(C)c1 (centres undefined) | 6 | -0.2 | -0.6 | -4 |
| CC(C)(C)c1ccc(C(=O)N/N=C/c2ccc(O)cc2O)cc1 | 9 | -0.1 | 0.6 | -51 |
| CCOC(=O)c1cccc(NC(=O)CCc2c(C)nc3c4c(C)cc(C)nc4nn3c2C)c1 | -1 | 0.0 | 1.8 | 6 |
| Cc1noc(C)c1CSc1nc2scc(-c3ccccc3)c2c(=O)n1-c1ccccc1 | 2 | -0.1 | 0.3 | 4 |
| CSc1ncccc1C(=O)OCC(=O)N1CCCC1=O | -8 | -0.1 | -0.7 | -5 |
| OC12CC3C4CC5C3C1C(Br)(Br)C5C42 (centres undefined) | 5 | 0.6 | -0.3 | 13 |
| CNC(=O)CSc1nc2cc(C)c(C)cc2[nH]1 | -7 | 0.1 | -0.9 | -9 |
| CN(C)c1ccc(NC(=O)CCCOc2ccc(C(C)(C)C)cc2)cc1 | -8 | -0.1 | -0.6 | 9 |
| Cn1cc(CCNc2nncc(-c3ccc4c(c3)OCO4)n2)cn1 | 3 | 0.0 | 0.7 | 5 |
| CN(C)CCCN1C(=O)c2cc3ccccc3cc2C1=O | -2 | 0.2 | 0.1 | 6 |
| CCc1ccc(NC(=O)CN(C)S(=O)(=O)c2ccc3ccccc3c2)cc1 | 5 | 0.0 | 4.0 | 11 |
| COC(=O)c1ccccc1N=Cc1sc(=S)[nH]c1O | 2 | -0.1 | 0.9 | -3 |
| CC(C)n1ccc(C(=O)Nc2ccc(N3CCOCC3)cc2)n1 | -10 | -0.1 | 0.6 | 1 |
| C=CCN1C(=O)CS/C1=N\S(=O)(=O)c1ccc([N+](=O)[O-])cc1 | 10 | 0.7 | -0.4 | 0 |
| CCCCCOc1ccc(/C=C2\C(=O)NC(=S)N2C(C)=O)cc1OC | -11 | 0.2 | -0.8 | -4 |

Sorted by molecular weight (descending): some entries from above
| mol | TEAD-YAP block | FBW7 act | GPR151 activ | MITF inh |
| --- | --- | --- | --- | --- |
| CCc1ccc(NC(=O)CN(C)S(=O)(=O)c2ccc3ccccc3c2)cc1 | 5 | 0.0 | 4.0 | 11 |
| CC(C)n1ccc(C(=O)Nc2ccc(N3CCOCC3)cc2)n1 | -10 | -0.1 | 0.6 | 1 |
| CC(C)(C)c1ccc(C(=O)N/N=C/c2ccc(O)cc2O)cc1 | 9 | -0.1 | 0.6 | -51 |

New compounds follow.
| mol | TEAD-YAP block | FBW7 act | GPR151 activ | MITF inh |
| --- | --- | --- | --- | --- |
| O=C1CCCN1CCn1cnc2c(NCCOc3ccccc3)nc(Nc3ccc(N4CCOCC4)cc3)nc21 | 7 | 0.0 | -0.1 | 18 |
| COc1ccc(Nc2nc(Cl)c(C=O)s2)cc1 | 18 | 0.6 | -1.4 | 26 |
| O=C(NCc1ccc2c(c1)OCO2)c1cc2c(=O)n3ccccc3nc2n1Cc1ccccc1 | -1 | 0.5 | 1.4 | 18 |
| COc1ccc(C(=O)Nc2c(C)cccc2[N+](=O)[O-])cc1 | 2 | -0.2 | 0.4 | 12 |
| Cc1ccc(CCSc2ccc(C(C)(C)C)cc2)c[n+]1CC(=O)c1ccc([N+](=O)[O-])cc1 | 19 | -0.2 | 3.9 | 2 |
| CCOC(=O)C1CCCN(S(=O)(=O)c2cn(C)c(=O)n(C)c2=O)C1 (centres undefined) | 0 | -0.1 | 3.3 | 4 |
| Cc1c(=O)n(OCc2ccccc2F)c2ccccc2[n+]1[O-] | 1 | 0.2 | 12* | -17 |
| Cc1ccc(OCCNS(=O)(=O)c2ccc(N3CCCC3=O)cc2)cc1C | 5 | 0.5 | 1.9 | -8 |
| CCOc1ccccc1NS(=O)(=O)c1ccc(OC)c(I)c1 | -9 | 0.2 | -0.2 | -17 |
| CCc1ccc(S(=O)(=O)NCc2nc(N3CCCC3)c3cccc(C)c3n2)cc1 | -1 | 0.0 | -0.3 | 7 |
| COC(=O)C12CC3CC(CC(NC(=O)c4ccc(Cn5ccnc5)cc4)(C3)C1)C2 | -1 | -0.1 | 0.1 | -1 |
| CCOC(=O)c1sc2nc(SCC(=O)Nc3ccc(N(C)C)cc3)n(CCc3ccccc3)c(=O)c2c1C | 4 | 0.5 | 1.0 | -6 |
| COc1ccc(CCNC(=O)CCCn2c(SCC(=O)Nc3cccc(C(F)(F)F)c3)nc3ccccc3c2=O)cc1OC | -1 | 1.6 | -0.5 | 14 |
| COc1ccc(-c2cncc3ccc(C(=O)N[C@@H](C)c4ccccc4)nc23)cc1 | 50* | 0.1 | -1.4 | -13 |
| CCOC(=O)c1c[nH]c2c(Cl)cc(Cl)cc2c1=O | 3 | 0.2 | -0.4 | 2 |

Next section.
| mol | TEAD-YAP block | FBW7 act | GPR151 activ | MITF inh |
| --- | --- | --- | --- | --- |
| O=C(N=C1N=C2C=CC(Cl)=CN2Cc2ccccc21)c1ccc(Br)o1 | -50 | 0.0 | -3.5 | -3 |
| COc1ccc(CN2CCN(Cc3ccc(O)cc3)CC2CCO)c(F)c1 (centres undefined) | 3 | -0.1 | -0.7 | 4 |
| Nc1c(C(=O)OCC(=O)Nc2ccc(OC(F)F)cc2)[nH]c(=O)[nH]c1=O | 6 | -0.1 | 0.1 | 5 |
| O=C(CN(C(=O)C(=O)Nc1ccc2c(c1)OCO2)c1cccnc1)NC1CCCCC1 | 1 | -0.1 | -0.4 | 6 |
| COc1ccc(C2Nc3ccccc3NC3=C2C(=O)CC(c2ccccc2Cl)C3)c(OC)c1OC (centres undefined) | -23 | 0.2 | -0.7 | 16 |
| Cc1cc(/C=N/Nc2ccc([N+](=O)[O-])cn2)c(C)n1-c1ccccc1 | -65 | 0.1 | -0.9 | 16 |
| Nc1c(S(=O)(=O)O)cc(S(=O)(=O)O)c2cccc(O)c12 | 9 | -0.6 | -0.3 | 46 |
| COc1ccccc1/C=C1\N=C(c2ccc([N+](=O)[O-])o2)OC1=O | 6 | -0.1 | -1.2 | -2 |
| COc1cc(C=C2C(=O)N(C)C(=S)N(C)C2=O)cc(I)c1O | 6 | 0.0 | 0.2 | 14 |
| C=CCn1c(SCC(=O)Nc2ccc(C(C)=O)cc2)nnc1-c1ccccc1 | 4 | 0.0 | -0.1 | -5 |
| CC1(C)CO[C@@H](CC(=O)O)CN1 | . | 0.2 | -0.4 | 12 |
| Cc1ccc(/C=C(\C#N)C(=O)NC(C)C)o1 | -9 | -0.1 | 1.3 | -5 |
| OCCC1CN(Cc2c(F)cccc2F)CCN1C1CCCC1 (centres undefined) | -16 | 0.0 | -1.4 | -3 |
| CNC(=S)N1CCN(c2nccnc2NS(=O)(=O)c2ccccc2)CC1 | -5 | -0.2 | 0.8 | 11 |
| C=CCOC(=O)C1=C(C)NC(SCC(=O)Nc2cccc(C)c2)=C(C#N)C1c1cccs1 (centres undefined) | -5 | -0.6 | 0.9 | -3 |

(next part)
| mol | TEAD-YAP block | FBW7 act | GPR151 activ | MITF inh |
| --- | --- | --- | --- | --- |
| O=C(c1ccccc1)N1CCSC1=S | 1 | -0.3 | 0.0 | -11 |
| COc1ccc(C)cc1NC(=O)c1nc(-c2ccncc2)no1 | -5 | 0.0 | -1.9 | 8 |
| CC(C(=O)N1CCC(C2(CCc3ccccc3)NC(=O)NC2=O)CC1)N1CCOCC1 (centres undefined) | -4 | 0.3 | -0.9 | -3 |
| COc1ccc(-c2nc(-c3cccc4ccccc34)[nH]c2-c2ccc(OC)cc2)cc1 | -3 | -0.2 | 1.1 | -2 |
| Cc1c(Cl)cccc1NC(=O)C(N)=O | 6 | -0.1 | -0.2 | 18 |
| C=CCNC(=O)c1ccccc1NC(=O)C(C)N(c1ccc(C)c(C)c1)S(C)(=O)=O (centres undefined) | -6 | -0.3 | -0.4 | 14 |
| O=C1N[C@@H](Cc2cnc[nH]2)C(=O)N2CCN(C(=O)c3ccccc3Cl)C[C@H]12 | -5 | -0.3 | -0.1 | -12 |
| COc1ccc(CNC(=O)c2cnn3c(C)c(Cc4c(C)cc(C)cc4C)c(C)nc23)cc1 | -2 | 0.0 | 0.4 | -6 |
| CCN1CCN(CC(=O)Nc2ccc(C(=O)OC)cc2)C(=O)C1=O | 10 | -0.2 | 4.7 | -19 |
| CCCNc1cc(Nc2ccc3ncccc3c2)ncn1 | -67 | -0.1 | 0.7 | 0 |
| O=C(NCC1CCCO1)c1ncoc1-c1ccccc1Cl (centres undefined) | -9 | 0.1 | 0.4 | 13 |
| CCC(c1nnnn1C1CCCCC1)N1CCC(C(N)=O)CC1 (centres undefined) | 2 | 0.2 | -0.1 | -10 |
| O=[N+]([O-])c1ccc(N/N=C/c2ccc3c(c2)OCCO3)cc1 | -51 | 0.1 | 0.4 | -6 |
| Cc1ccc(NC(=O)CN2C(=O)C(c3ccccc3)=NC2(C)C)cc1C | -5 | 1.1 | -0.2 | 7 |
| COc1ccccc1C1SCCN1S(=O)(=O)c1ccc(F)cc1 (centres undefined) | 2 | 0.6 | 0.0 | 5 |

Further entries follow:
| mol | TEAD-YAP block | FBW7 act | GPR151 activ | MITF inh |
| --- | --- | --- | --- | --- |
| CN1CCN(S(=O)(=O)c2ccc(NC(=O)C3CCCCC3)cc2)CC1 | -6 | -0.1 | 2.3 | 8 |
| COC(=O)c1ccc(C(=O)NCCc2c(C)[nH]c3ccccc23)cc1 | -20 | -0.1 | 1.0 | 2 |
| COCCNC(=S)N(CCc1c(C)[nH]c2ccccc12)Cc1ccccn1 | 2 | 0.0 | 1.0 | 12 |
| Cc1cc(=O)oc2ccc(O)cc12 | -15 | -0.3 | -0.2 | 7 |
| Oc1ccc(N=Cc2ccc[nH]2)cc1N=Cc1ccc[nH]1 | -2 | -0.4 | 2.1 | 87* |
| O=C(O)CCC(=O)N1CC(=O)Nc2ccccc21 | 8 | 0.2 | 1.4 | 4 |
| Cc1ccc(S(=O)(=O)Cn2nnnc2CN2CCOCC2)cc1 | -6 | 0.1 | -1.1 | 64* |
| O=C(Cc1ccccc1)NN1C(=O)C2C3C=CC(C3)C2C1=O (centres undefined) | -6 | -0.2 | -0.4 | -9 |
| COc1ccc([N+](=O)[O-])c(S(=O)(=O)N2CCCC2C(=O)O)c1 (centres undefined) | 8 | 0.0 | 0.2 | 1 |
| O=C(CN1C(=O)c2cccc3cccc1c23)Nc1cccc([N+](=O)[O-])c1 | -2 | 0.0 | 0.4 | 14 |
| O=C(OCc1ccc(Br)cc1)c1ccco1 | 2 | 0.1 | 0.0 | 1 |
| O=C(CCCCCN1C(=O)c2ccccc2C1=O)Nc1cccc(C(F)(F)F)c1 | 10 | 0.3 | 0.1 | -4 |
| O=C(O)c1ccc2c(c1)ncn2C1CCCCC1 | 30 | 0.1 | -2.3 | 14 |
| CN(CCc1cnn(C)c1)C(=O)c1ccc(OC2CCN(CCc3ccccc3)CC2)cc1 | 5 | -0.1 | -0.8 | -4 |
| Cc1cc(-c2nnc(SCC(=O)N3CCc4ccccc43)o2)no1 | -1 | 0.0 | -0.4 | -3 |

New compounds follow:
| mol | TEAD-YAP block | FBW7 act | GPR151 activ | MITF inh |
| --- | --- | --- | --- | --- |
| O=C(CN1CCC(O)(c2cccnc2)CC1)Nc1ccc(F)c(Cl)c1 | 13 | 1.3 | -1.1 | 9 |
| OC(CCN1CCCCC1)(c1ccccc1)c1ccccc1 | -8 | 0.0&-0.2 | -1.1&0.1 | -2&6 |
| O=C(O)[C@H](Cc1ccccc1)N1C(=O)c2ccncc2C1=O | 13 | 0.2 | 0.3 | 8 |
| CC(C)N(CCNc1nc(N2CCC(N3CCOCC3)CC2)nc2c1ncn2C1CCCCC1)C(C)C | 3 | -0.1 | 14* | 10 |
| O=C(Cn1ncc2ccccc21)Nc1cccc(Cl)c1 | -19 | -0.2 | 2.6 | -4 |
| COc1ccc(-c2nc(-c3ccc(C)cc3)no2)cc1OC | -46 | 0.0 | 0.4 | -25 |

Two of these compounds in a different format.
> O=C(O)[C@H](Cc1ccccc1)N1C(=O)c2ccncc2C1=O
  TEAD-YAP block: 13 | FBW7 act: 0.2 | GPR151 activ: 0.3 | MITF inh: 8

> CC(C)N(CCNc1nc(N2CCC(N3CCOCC3)CC2)nc2c1ncn2C1CCCCC1)C(C)C
  TEAD-YAP block: 3 | FBW7 act: -0.1 | GPR151 activ: 14* | MITF inh: 10

Record cards, from the list above. Values in the order: TEAD-YAP block, FBW7 act, GPR151 activ, MITF inh
Entry for `COc1ccc(-c2nc(-c3ccc(C)cc3)no2)cc1OC` = -46, 0.0, 0.4, -25
Entry for `O=C(O)[C@H](Cc1ccccc1)N1C(=O)c2ccncc2C1=O` = 13, 0.2, 0.3, 8
Entry for `O=C(Cn1ncc2ccccc21)Nc1cccc(Cl)c1` = -19, -0.2, 2.6, -4
Entry for `CC(C)N(CCNc1nc(N2CCC(N3CCOCC3)CC2)nc2c1ncn2C1CCCCC1)C(C)C` = 3, -0.1, 14*, 10
Entry for `O=C(CN1CCC(O)(c2cccnc2)CC1)Nc1ccc(F)c(Cl)c1` = 13, 1.3, -1.1, 9

This is a random part of the collection (roughly 3.4% active in at least one column).
